# Compound activity deposited in PubChem by several laboratories.
# Rin1 Abl inh: inhibitors of Rin1-Abl protein binding, primary screen, biochemical, TR-FRET; inhibition, % at 7.35 µM; AID 588664, 2011; actives 0.4% (n = 360,000); Tyrosine-protein kinase ABL1 (Homo sapiens) + Ras and Rab interactor 1 (Homo sapiens), …; in the data active means inhibition above about 5%, passing the limit was not always enough
# MsrA inh: bovine MsrA enzyme inhibitors, primary screen, biochemical, absorbance, HTS; Methionine sulfoxide reductase A (Bos taurus); purified bovine MsrA, absorbance read-out; inhibition, % at 15.5 µM; actives 0.75% (n = 360,000); AID 651718, 2012; in the data active means inhibition above about 4.5%;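 further: 0% = vehicle wells with enzyme and 100% = reference inhibitor wells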
# Neddyl block: inhibitors of cullin neddylation, primary screen, biochemical, TR-FRET, uHTS, NAE and Ubc12; NEDD8-conjugating enzyme Ubc12 (Homo sapiens) + NEDD8-activating enzyme E1 regulatory …; calls only at 25 µM; actives 0.58% (n = 360,000); in the data active means inhibition above about 36%
# bovine MsrA act: bovine MsrA enzyme activators, primary screen, biochemical, absorbance, HTS. Methionine sulfoxide reductase A (Bos taurus). activation, % at 10.6 µM. actives 0.3% (n = 360,000). purified bovine MsrA, absorbance read-out; in the data active means activation above about 7.5%;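 further: 0% = vehicle and 100% = reference activator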
# eLon inh: inhibitors of E. coli Lon protease, primary screen, biochemical, fluorescence polarization | P0A9M0 | purified E. coli Lon protease | inhibition, % at 7.94 µM | actives 0.42% (n = 360,000) | AID 602123, 2011; in the data active means inhibition above about 13%, passing the limit was not always enough;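 further: 0% = enzyme with probe and DMSO and 100% = no enzyme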
# SKN-1 block: suppressors of acrylamide-induced Pgst-4::GFP reporter in worms, primary screen, SKN-1 inhibitor project, whole organism, uHTS, GFP/RFP fluorescence ratio, strain VP596; C. elegans VP596 Pgst-4::GFP/RFP ratio, 24 h; inhibition, % at 21.8 µM; actives 0.49% (n = 360,000);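 active means interference check ratio from 0.5 to 1.5 plus GFP to RFP signal ratio inhibition reaching or exceeding a fixed threshold, cut at about 30% in these data, passing the limit was not always enough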; further: some compounds called inactive have numbers as strong as hits
# CendR NRP1 mod: modulators of CendR peptide binding to NRP-1, primary screen, biochemical, fluorescence polarization, uHTS | inhibition, % at 25 µM | Neuropilin-1 (Homo sapiens), O14786 | actives 0.85% (n = 360,000) | FAM-RPARPAR peptide binding to NRP-1;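 active means inhibition or corrected inhibition above about 18%, plus a signal ratio from 0.5 to 1.5, limit read from the data, passing the limit was not always enough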; further: strong numbers were not always called active
# FAS TE block: FAS thioesterase domain inhibitors, primary screen, biochemical, fluorescence intensity, uHTS; recombinant FAS-TE, OMFH fluorogenic substrate, fluorescence endpoint; inhibition, % at 15 µM; actives 0.67% (n = 360,000);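 active means compounds whose normalised, plate-corrected inhibition of enzyme fluorescence in the single-dose primary screen is 50% or more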;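 further: 0% = DMSO with enzyme and 100% = substrate without enzyme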
# MT1-MMP act inh: blockers of MT1-MMP proenzyme processing, primary screen, HT1080 RFP-PRO-GFP cells, GFP/RFP fluorescence | Matrix metalloproteinase-14 (Homo sapiens), P50281 | GFP/RFP ratio fluorescence, overnight; percent of plate control window, DMSO zero | GFP/RFP ratio change, % at 20 µM | actives 0.061% (n = 360,000);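 active means GFP/RFP ratio change of at least 30% with cell ATP level not reduced by more than half and red fluorescence within 50% of control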; further: strong numbers were not always called active
#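 Assay system – RFP-PRO-GFP reporter HT1080 cells · Compound dosing – single dose of 20 µM compound, 1% DMSO final · Incubation – overnight compound exposure at 37 °C · Measure – GFP/RFP fluorescence ratio · Benchmarks – DMSO wells and RFP-L50D-GFP cells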
# Starred values were filed as active, the others as inactive; i = inactive; . = no result given.
mol,Rin1 Abl inh,MsrA inh,Neddyl block,bovine MsrA act,eLon inh,SKN-1 block,CendR NRP1 mod,FAS TE block,MT1-MMP act inh
O=C(NC(=S)N1CCN(C/C=C/c2ccccc2)CC1)c1c(F)cccc1F,-2,0.1,i,-2,-3,-6,-3,-5,3
Nc1ccc2c(c1)OCCOCCOCCOCCOCCO2,-1,0.9,i,2,13,-4,7,-3,2
O=C(OCCO)c1c(-c2ccccc2)oc2c1C(OCCO)CCC2 (stereo not drawn),.,1.9,i,-6,-7,5,2,-9,6
CCc1nc(C)c(-c2ccccc2)c(=O)[nH]1,6,0.9,i,0,4,12,6,-8,-2
COc1cc(C#Cc2c(-c3cncn3C)n(C)c3ccc(-c4ccc5[nH]ccc5c4)cc23)cc(OC)c1,-2,1.6,.,-4,7,20,16,20,-6
CCOc1ccc(-n2c(SCC(=O)Nc3cc(C(=O)O)ccc3Cl)nc3ccccc3c2=O)cc1,0,0.6,i,-1,-12,7,-11,-1,-4
CCOc1ccc(N2CC(C(=O)N3CCCCC3)CC2=O)cc1 (stereo not drawn),1,0.0,i,-3,4,11,-5,-6,4
CCN(CC(=O)Nc1c(F)cccc1F)C(=O)CNC(=O)c1ccc2ccccc2c1,-1,-1.5,i,-2,-5,5,-8,-4,3
Cc1ccc(S(=O)(=O)N2CCOCC2)cc1C(=O)NCc1cccnc1,-1,0.5,i,-1,-8,11,-5,-8,-4
COc1ccc(NC(=O)COC(=O)Cc2cccs2)cc1Cl,-5,0.1,i,-2,-4,-2,7,3,0
COc1ccc(CSc2ncn[nH]2)cc1[N+](=O)[O-],2,0.1,i,-2,-7,3,-3,-24,-2
CC(=O)Oc1ccc2occ(C(=O)c3ccccc3)c2c1,-1,0.7,i,-3,-9,7,-1,6,0
CCOC(=O)CSc1nnc(CNC(=O)c2ccco2)n1-c1ccc(F)cc1,-3,-1.0,i,-9,0,98,-9,-7,3
CCN(CC)C(=O)CSc1nc2cc3c(cc2c(=O)n1CCCC(=O)NCCc1ccc(OC)c(OC)c1)OCO3,8,0.5,i,-7,-10,-4,4,1,-2
Cc1cccc(NS(=O)(=O)c2ccc(Br)s2)n1,0,1.4,i,1,-4,-23,-19,-6,-4
O=C(CN1C(=O)S/C(=C/c2ccc(N3CCOCC3)cc2)C1=O)N1CCOCC1,-12,3.0,i,-3,-108,13,-70,-15,-4
Nc1ccc(-c2nc3c(Cl)cc(N)cc3[nH]2)cc1,-1,5.2*,.,-5,-2,-4,-13,-4,11
CN(Cc1ccccc1)C(=O)c1cccc(NC(=O)Cc2ccc(NC(=O)C3CCCN(C(=O)C4CCCC4)C3)cc2)c1 (stereo not drawn),0,-0.4,i,1,1,11,1,-2,-3
c1ccc(-n2nnnc2-n2nnc3ccccc32)cc1,-1,23*,i,-4,-12,18,-4,11,1
CCN(CC)C(=O)[C@H]1CC(CC(=O)NCCN2CCOCC2)C(=O)N2CCc3c([nH]c4ccccc34)[C@]12C (stereo partly drawn),1,0.0,i,-4,-6,3,-6,-13,3
CCC1(C)Cc2c(sc3nnn(CC(=O)Nc4ccccc4C)c(=O)c23)CO1 (stereo not drawn),-2,-0.1,i,-4,2,15,5,3,7
Oc1ccccc1CN(Cc1ccco1)CC(O)COCc1ccc(Cl)cc1 (stereo not drawn),1,-1.2,i,-10,-3,6,12,20,-3
Cc1ccc2c(c1)N(CC(=O)N1CCC(C)CC1)C(=O)c1cccnc1O2,-2,-0.3,i,-3,-5,-12,7,-5,1
Fc1ccc(N/N=C/c2ccc(N3CCOCC3)cc2)c(F)c1,2,1.6,i,-3,5,2,-2,5,1
COc1cccc(NC(=O)CN(C)C(=O)c2ccccc2OCC(=O)Nc2cccc(C(F)(F)F)c2)c1,3,-1.1,i,0,-12,9,2,24,-2
CN(C)CCCn1c(SCCN2C(=O)c3ccccc3C2=O)nc2ccccc2c1=O,3,2.0,i,-3,0,-3,-12,30,-1
COc1ccc(Cl)cc1NC(=O)CC1CCCC1,3,-0.8,i,-1,3,-1,11,8,-4
COCCn1c(C)cc(C(=O)COC(=O)c2cc3c(s2)CCC3)c1C,-2,0.0,i,-3,0,-12,10,11,1
COc1cccc(/C=c2\s/c(=C/C(=O)c3ccc(C)cc3)[nH]c2=O)c1OC,-2,0.2,i,-3,1,5,-28,-8,5
CC(C)Oc1ccc(/C=C(\NC(=O)/C=C/c2ccco2)C(=O)NCCc2nc3ccccc3[nH]2)cc1,-2,-0.4,i,-4,-79,3,-20,4,-9

# Going on with the list.
mol,Rin1 Abl inh,MsrA inh,Neddyl block,bovine MsrA act,eLon inh,SKN-1 block,CendR NRP1 mod,FAS TE block,MT1-MMP act inh
COc1ccc(N(C(=O)c2ccco2)C(C(=O)NC2CCCC2)c2ccc(N(C)C)cc2)cc1OC (stereo not drawn),-1,-0.8,i,4,-3,7,9,-3,6
C/C(=N\Nc1nncc2ccccc12)c1ccc(Cl)c([N+](=O)[O-])c1,2,1.7,i,-3,-1,3,13,-3,-1
O=C(O)c1ccc(/C=C2\SC(=S)N(NC(=O)c3ccc(Br)cc3)C2=O)cc1,1,3.2,i,-8,-6,-6,-49,-6,9
O=C(c1ccco1)c1cn[nH]c1-c1ccc(Cl)cc1O,2,1.3,i,-4,-10,-10,6,-140,2
Cc1ccccc1CNC(=O)Nc1ccc(Cl)cc1,-1,0.2,i,-10,1,-3,-10,2,4
Cc1ccc(S(=O)(=O)CCc2ccncc2)cc1,-2,-0.1,i,-1,-7,10,10,-4,-1
CCOC(=O)c1c(C)[nH]c(C(=O)CSc2nnc(CC(C)c3ccccc3)o2)c1C (stereo not drawn),-1,2.1,i,-1,-1,-14,-12,-2,-27
CC(=O)c1ccc(NS(=O)(=O)c2ccc(CC(C)C)cc2)cc1,-2,-0.1,i,-3,10,15,-3,23,1
CCOC(=O)C1CCCN(C(=O)c2ccc(Cl)c(S(=O)(=O)N3CCc4ccccc43)c2)C1 (stereo not drawn),2,-1.1,i,0,3,8,-3,21,2
O=C(COc1ccccc1[N+](=O)[O-])N1CCCc2ccccc21,0,-0.4,i,0,-2,6,7,2,-7
Cc1ccc(S(=O)(=O)N2C[C@@H](C)[C@]3(C2)[C@H](O)[C@H](OC(=O)Nc2cccs2)C[C@H]2C(=O)N(c4ccccc4)C(=O)[C@H]23)cc1,1,0.1,i,-3,5,-11,2,24,-7
COc1cc(OC)c(OC)cc1CNCCSc1nnnn1C,-3,1.6,i,-2,-8,-3,3,-7,3
CC(OC(=O)c1ccc2c(=O)n3c(nc2c1)CCC3)C(N)=O (stereo not drawn),4,-1.0,i,-3,2,-1,5,-8,-1
Cc1nnc(NC(=O)c2cccc(S(=O)(=O)N(C)c3cccc(Cl)c3)c2)s1,1,0.2,i,0,-3,5,-1,0,3
CCCNC(=O)COC(=O)c1cc(-c2ccc(OC)cc2)nc2ccccc12,0,0.1,.,-2,-3,7,-4,10,4
N=c1c(C(=O)NCC2CCCO2)cc2c(=O)n3ccccc3nc2n1C1CCCC1 (stereo not drawn),-3,1.1,.,-1,1,4,-4,-5,0
Cc1sc2ncn(CC(=O)NCCCC(=O)N3CCN(c4ncccn4)CC3)c(=O)c2c1C,-1,-0.8,i,-2,-12,13,8,-5,4
C=CCn1c(SCC(=O)N(CCOC)c2c(N)n(CC(C)C)c(=O)[nH]c2=O)nc2ccccc21,0,-0.7,i,-6,-5,9,-8,-7,0
O=[N+]([O-])c1cc(C(F)(F)F)ccc1SCC(O)CO (stereo not drawn),0,0.6,i,-16,-4,-1,0,-5,.
COc1ccccc1Cc1c(-c2ccc(C)cc2)nc2ccc(Cl)cn12,2,-0.9,i,-4,-11,3,-11,-6,-1
CCn1nc(C(=O)Nc2ccc3c(c2)OCCO3)c2ccccc2c1=O,-3,-1.2,i,-2,-1,7,5,-3,-2
CCC(=O)NC(=S)Nc1ccc(S(=O)(=O)NC2CCCCC2)cc1,-1,0.3,i,-1,-3,17,-7,10,1
Cc1cccc(/C=N/n2c(-c3ccccc3)n[nH]c2=S)c1O,2,-0.6,i,-2,0,19,9,3,-1
CC(C)c1ccc(NC(=O)C[n+]2ccn(C3=C([O-])c4ccccc4C3=O)c2)cc1,2,1.9,i,-2,-6,-6,3,3,-1
COC(=O)c1ccc(N2C(=O)c3ccc(OC)c(OC)c3C2=O)cc1,0,0.3,i,2,6,8,-15,-3,-16
CN(C)S(=O)(=O)c1ccc(NC(=O)c2ccc([N+](=O)[O-])cc2)cc1,-5,1.2,i,-2,3,-13,4,-1,7
CC(C)C(NC(=O)CN1C(=O)c2ccccc2C1=O)c1ccccc1 (stereo not drawn),-2,1.5,i,-1,7,-23,-2,2,-1
COc1c(C(=O)NC(=S)Nc2nnn(C)n2)cc2ccccc2c1Br,2,-0.7,i,-7,-2,12,10,0,1
Cc1ccc(N2CC(C(=O)NCCC(C)C)CC2=O)cc1 (stereo not drawn),-3,0.5,i,-2,-11,10,5,-7,3
CCc1cccc(NC(=O)C2CC2c2ccccc2)c1 (stereo not drawn),3,-1.0,i,-2,-2,7,-10,21,1

# Next part.
mol,Rin1 Abl inh,MsrA inh,Neddyl block,bovine MsrA act,eLon inh,SKN-1 block,CendR NRP1 mod,FAS TE block,MT1-MMP act inh
CCOc1ccc(/C=C2\SC(=S)N(NC(=O)c3ccncc3)C2=O)cc1OC,-2,-0.1,i,-5,-9,17,-19,-5,-18
Cc1cccc(N2CCN(C(=O)c3cccc(N4CCCC4=O)c3)CC2)c1C,3,0.0,i,-3,-2,13,8,2,0
CC1(C)Cc2cccc(OCC(=O)Nc3cc(S(C)(=O)=O)ccc3Cl)c2O1,0,0.8,i,-6,10,-12,-10,11,4
COC(=O)c1c(NC(=O)COc2ncnc3ccccc23)sc(C)c1C,-1,-1.3,i,-2,15,18,-13,3,-2
CCC(C)c1ccccc1NC(=O)C(C)NCCN(C)C (stereo not drawn),-4,0.8,i,-2,-4,-3,0,-6,-2
CCOC(=O)C1(CCOC)CCN(C(=O)c2ccc(CSC)o2)CC1,3,0.7,i,-4,1,-8,3,-4,0
O=C(Nc1ccc(F)cc1)c1sc(Cl)nc1-c1ccccc1,1,1.4,i,-1,-1,-4,-7,14,-1
Cc1ccc(-n2c(C)c(C)c3c(N)ncnc32)cc1,.,-0.1,i,.,.,3,-1,-5,2

# As a working copy, part of the list above.
mol,Rin1 Abl inh,MsrA inh,Neddyl block,bovine MsrA act,eLon inh,SKN-1 block,CendR NRP1 mod,FAS TE block,MT1-MMP act inh
CCC(C)c1ccccc1NC(=O)C(C)NCCN(C)C (stereo not drawn),-4,0.8,i,-2,-4,-3,0,-6,-2
CCOC(=O)C1(CCOC)CCN(C(=O)c2ccc(CSC)o2)CC1,3,0.7,i,-4,1,-8,3,-4,0
O=C(Nc1ccc(F)cc1)c1sc(Cl)nc1-c1ccccc1,1,1.4,i,-1,-1,-4,-7,14,-1
Cc1ccc(-n2c(C)c(C)c3c(N)ncnc32)cc1,.,-0.1,i,.,.,3,-1,-5,2
